ADAM17 inh – inhibitors of human ADAM17 | AID 720648 | actives 0.83% (n = 370,000) | inhibition, % at 6.95 µM | recombinant ADAM17, EDANS/DABCYL FRET peptide cleavage;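 active = inhibition above the mean of compounds lying between control limits plus 3 SD, set per campaign, cut at about 8.5% in these data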;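 note: 0% = DMSO-only wells as the low control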
Target sequence (P78536 215-824 limits assumed): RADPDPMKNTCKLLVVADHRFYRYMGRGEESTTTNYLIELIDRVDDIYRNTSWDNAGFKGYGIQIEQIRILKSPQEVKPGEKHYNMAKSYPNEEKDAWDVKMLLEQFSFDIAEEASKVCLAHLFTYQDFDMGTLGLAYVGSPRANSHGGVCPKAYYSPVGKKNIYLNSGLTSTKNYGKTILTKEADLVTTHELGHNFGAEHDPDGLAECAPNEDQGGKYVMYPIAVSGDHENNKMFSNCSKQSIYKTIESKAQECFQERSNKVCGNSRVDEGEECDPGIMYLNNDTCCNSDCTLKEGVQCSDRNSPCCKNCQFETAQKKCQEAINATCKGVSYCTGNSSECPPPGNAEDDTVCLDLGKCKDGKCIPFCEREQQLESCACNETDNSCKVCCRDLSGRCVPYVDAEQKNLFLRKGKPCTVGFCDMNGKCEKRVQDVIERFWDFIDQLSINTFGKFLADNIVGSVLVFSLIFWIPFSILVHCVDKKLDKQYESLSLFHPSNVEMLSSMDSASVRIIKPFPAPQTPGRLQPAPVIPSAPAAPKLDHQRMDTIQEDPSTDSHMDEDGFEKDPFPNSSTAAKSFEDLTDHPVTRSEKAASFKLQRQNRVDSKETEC
NPR1 activator – GC-A (human) enzyme activation; P16066; HEK293 GC-A cells, cGMP TR-FRET, EC30 ANP; 0% at EC30 ANP, 100% saturating ANP; activation, % at 10 µM; actives 0.14% (n = 370,000); AID 1671463; in the data active = activation above about 40%
hgDAF-12 ag – agonists of H. glycines DAF-12 nuclear receptor | HEK293 GAL4-hgDAF12 UAS-luciferase reporter, agonist luminescence; normalized to butyrate control | activation, % at 6.8 µM | actives 1.8% (n = 370,000);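 active = activation above a cutoff set at the mean of all screened compounds plus 3 SD, cut at about 10% in these data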;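 note: 0% = DMSO wells and 100% = sodium butyrate wells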
GAA850 FXN act – increases GAA850 frataxin promoter reporter activity; actives 0.56% (n = 360,000); HEK293 lucGAA850 FXN promoter luciferase reporter, 24 h; percent of 10 µM SAHA response; activation, % at 6 µM; AID 540364;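 active = activation above the average of all compounds screened plus 3 SD, cutoff fixed separately per campaign, cut at about 7.5% in these data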;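 note: 0% = DMSO wells and 100% = 10 µM SAHA wells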
ssDAF-12 act – activators of S. stercoralis DAF-12 nuclear receptor; activation, % at 6.8 µM; actives 1% (n = 370,000); AID 652126; HEK293 ssDAF-12/GRIP1 lit1-tk-luc reporter, luminescence; % of 3 µM dafachronic acid response;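 active = activation above the mean over all tested compounds plus 3 SD, cut at about 0.9% in these data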;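 note: 0% = DMSO-only wells and 100% = 3 µM delta7-dafachronic acid wells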
hcDAF-12 act – activates DAF-12 receptor from parasite H. contortus | HEK293 hcDAF-12 lit1-tk-luc reporter, luminescence; 0% DMSO, 100% Δ7-dafachronic acid | activation, % at 6.8 µM | actives 1.4% (n = 370,000);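 active = activation above the mean of all tested compounds plus 3 SD, cut at about 5.5% in these data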;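 note: 100% = response to 3 µM Δ7-dafachronic acid high control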
DAX1 inh-1 – inhibits human nuclear receptor DAX1; inhibition, % at 6.75 µM; AID 504766; HEK293 Gal4-DAX1 luciferase reporter, luminescence; actives 0.99% (n = 340,000);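 active = inhibition above the mean over all tested compounds plus 3 SD, cut at about 4.2% in these data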;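 note: 0% = DAX1-transfected cells with DMSO and 100% = empty-vector control cells with DMSO; inhibition shows as a rise in luminescence from relieved DAX1 repression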
Target sequence (P51843 207-470 limits assumed): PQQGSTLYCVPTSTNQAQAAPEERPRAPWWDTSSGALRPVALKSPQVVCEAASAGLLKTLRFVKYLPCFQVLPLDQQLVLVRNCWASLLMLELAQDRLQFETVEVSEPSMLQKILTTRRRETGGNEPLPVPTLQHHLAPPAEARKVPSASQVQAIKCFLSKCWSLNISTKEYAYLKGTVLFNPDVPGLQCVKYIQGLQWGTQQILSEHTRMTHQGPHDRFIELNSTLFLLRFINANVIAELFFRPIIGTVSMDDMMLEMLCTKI
PG9 Ab binder – binds the HIV-1 gp120 antibody PG9; actives 0.43% (n = 360,000); inhibition, % at 6.7 µM; TR-FRET gp120-PG9 antibody binding; AID 624416; in the data active = inhibition above about 8.5%
ADAM10 inh – ADAM10 inhibition, QFRET primary screen | actives 0.62% (n = 370,000) | recombinant ADAM10, EDANS/DABCYL FRET peptide cleavage, 3 h | O14672 | AID 720582 | inhibition, % at 7 µM;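 active = inhibition above a per-campaign cutoff equal to the mean of compounds falling between control-based bounds plus 3 SD, cut at about 20% in these data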;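 note: 0% = DMSO wells while the 100% control is not disclosed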
SMARCA2 activ – increases SMARCA2 function in MMTV reporter cells; MG213 cells, MMTV-luciferase reporter, dexamethasone, overnight; activation, % at 9.1 µM; actives 1% (n = 370,000); AID 652017; in the data active = activation above about 7.8%;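 note: 0% = vehicle wells and 100% = reference activator wells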
DAX1 inh-2 – blocks DAX1 repression of SF-1 activated StAR promoter; HEK293T StAR-luciferase reporter, SF-1/DAX-1 repression relief; inhibition, % at 6.8 µM; actives 1.1% (n = 370,000); AID 652010;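 active = inhibition above the mean over all tested compounds plus 3 SD, cut at about 3.6% in these data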;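 note: 0% = DAX-1 cells with DMSO and 100% = cells lacking DAX-1 with DMSO; higher inhibition means more luminescence from relief of DAX-1 repression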
The depositor's hits bear a star; . = not tested or not shown.

SMILES	ADAM17 inh	NPR1 activator	hgDAF-12 ag	GAA850 FXN act	ssDAF-12 act	hcDAF-12 act	DAX1 inh-1	PG9 Ab binder	ADAM10 inh	SMARCA2 activ	DAX1 inh-2
CC(Oc1ccccc1F)C(=O)NNC(=O)CCNC(=O)c1ccccc1Cl (centres undefined)	4	0	1.1	0.2	-0.7	0.3	0.2	-3.6	-9	4	-0.1
CN(Cc1ccccc1F)c1cc2c(c3c1ccn3C)C1CCC2O1 (centres undefined)	-3	8	-1.1	.	-0.7	-1.6	.	0.1	-16	4	-0.5
Cc1cccc(-c2nc(CSCC(=O)N3CCN(c4ccccn4)CC3)c(C)o2)c1	1	0	-3.6	0.0	-2.4	-3.3	-1.8	1.6	5	-2	-2.2
CCCCn1nc(NC(=O)CC(C)C)c2cc3cc(OC)ccc3nc21	-5	15	0.4	0.9	-0.9	2.6	-0.3	6.3	-3	-1	-0.1
C=CCN(CC=C)CCOc1cccc(Oc2ccccc2)c1	1	0	-1.5	2.7	-1.1	0.5	-0.7	-0.2	-4	0	-0.2
CN(C)Cc1c(C(C)(C)O)[nH]c2cc(C(F)(F)F)ccc12	-2	-4	-0.9	.	-0.8	1.2	.	-0.5	-14	1	-0.6
COC(=O)c1ccc(NC(=S)N2CCC(C(N)=O)CC2)cc1	-6	7	0.5	1.0	-1.2	0.5	0.2	1.0	-4	-5	0.4
COc1ccccc1NC(=O)Nc1ccc2c(c1)nnn2C	-11	0	-0.4	1.0	-0.9	2.0	1.2	1.6	-22	1	1.6
O=C(Oc1cccc(N2C(=O)CCC2=O)c1)C1CC(=O)N(c2ccc(F)cc2)C1 (centres undefined)	-2	0	0.0	1.2	-1.9	0.9	0.1	-1.3	-3	-3	0.1
Cc1ccc(SCCNC(=O)c2ccccc2)cc1	-2	-4	1.9	6.4	-1.2	-0.9	3.0	0.1	3	-2	-0.8
Cc1ccccc1-c1cccc([C@@H]2C[C@H]3[C@H](CON3C)CN2C(=O)C(C)(C)C)c1	-4	4	1.5	-0.9	-1.1	-0.8	2.8	0.7	0	2	-0.1
Cc1ccc(Oc2ncccc2COC(=O)Nc2ccccc2C)cc1	0	-6	1.3	1.3	-1.3	-2.4	.	-1.8	4	1	0.1
NC(=O)c1ccc(NC(=O)CSC(=O)c2ccccc2)cc1	-1	1	-0.9	0.3	-0.3	-0.5	-0.4	-2.3	5	4	2.1
CSc1ncc(C(=O)Nc2ccccc2F)c(-c2ccccc2)n1	0	7	1.5	-1.0	-1.3	-1.4	-0.8	-0.9	-1	4	-0.2
Cc1ccccc1CSCCNC(=O)COc1ccc(Cl)cc1	8	-4	1.5	-1.4	-0.6	-0.8	6.6*	-2.3	5	-3	-0.5
COc1cccc(N2C(=O)CC(N3CCN(C(=O)c4ccco4)CC3)C2=O)c1 (centres undefined)	-4	-1	2.4	-0.6	-0.4	-1.6	1.5	0.0	2	-3	-0.5
O=C(NNc1cccc(Cl)n1)Nc1cccc(C(F)(F)F)c1	-3	4	2.3	1.8	-0.4	5.3	0.3	-1.1	-7	0	-0.1
CC12COC3(C(=O)Nc4ccc5ccccc5c4)CC1CCC32C (centres undefined)	2	-4	19*	6.8	1.9*	7.3*	1.9	-1.3	1	4	2.1
CN1CCC(N(C)C(=O)COc2ccc(S(=O)(=O)N3CCOCC3)cc2)CC1	-4	3	-4.0	0.1	-1.6	-0.5	-1.3	1.9	5	-3	-0.3
COCCCNS(=O)(=O)c1ccc2c(c1)OCCO2	-1	0	-1.0	2.6	-1.1	-1.8	-1.3	0.5	4	-2	-0.2
COc1ccc(-c2cc(C(=O)Nc3c(C)n(C)n(-c4ccccc4)c3=O)c3ccccc3n2)cc1OC	-4	0	-2.0	0.0	-0.8	-3.1	-1.7	1.6	-8	-1	-1.2
Cc1nn(CC(=O)NCc2cccc(F)c2)c(=O)c2cccn12	-2	-1	1.7	1.8	-0.7	0.1	0.6	-0.9	-3	7	-2.1
COC(=O)c1c(NC(=O)c2ccco2)sc2c1CCN(C(C)C)C2	1	2	9.5	0.0	-0.8	1.4	-0.1	-2.6	-12	5	0.8
CCOC(=O)C1CCN(C(=O)Cn2nc(CC)n3cccc3c2=O)CC1	-3	0	-0.6	0.9	-1.3	0.3	-0.3	-1.6	7	-1	-0.2
Cn1c(SCC(=O)c2ccccc2)nnc1C1CC1	-6	-1	2.4	2.8	-1.1	-0.2	-0.9	2.0	-7	-3	0.2
Cn1nc(Oc2ncc(C(F)(F)F)cc2Cl)cc1C(F)(F)F	1	14	-3.8	2.1	-1.0	-0.7	0.1	0.8	-4	-1	0.0
CCn1c(C)c(C)c2cc(C(=O)N3CCc4ccccc4C3)ccc21	-4	-3	-1.7	-3.1	-1.4	-2.8	-2.3	0.0	5	0	-1.5
O=c1c2c3c(sc2nc2n1CCCCC2)CCC3	-6	-3	3.1	3.3	-0.9	0.7	-0.3	-0.4	-3	1	-0.4
COc1ccc(C(C(=O)NC(C)(C)C)n2c(COc3ccc(C)cc3)nc3ccccc32)cc1 (centres undefined)	2	-20	0.6	.	-0.8	0.8	.	0.8	-3	1	-0.8
CN(Cc1ccccc1)C(=O)c1csc(COCCO)n1	2	0	1.1	-0.3	-0.5	-0.7	.	1.9	-4	-3	-1.2
COc1ccccc1N1CCN(C(=O)CSc2nc(-c3ccccc3)cc(=O)[nH]2)CC1	-5	3	-0.5	-1.4	-1.0	-0.2	-0.3	-1.0	-5	-1	-0.5
O=C1/C(=C/c2cccnc2)Oc2cc(OS(=O)(=O)c3ccc(F)cc3)ccc21	-3	-1	0.8	-0.8	0.2	-1.0	0.9	1.5	-2	-4	0.6
CNC(=S)NNC(=O)c1sccc1OCc1ccc(C)cc1	-3	3	-0.2	4.3	-1.5	-0.6	2.5	0.2	-6	-3	-0.8
COc1cc(SC)ccc1C(=O)OCC(=O)N1CCN(C(C)=O)CC1	-3	2	0.4	0.7	-1.2	-1.6	-4.5	0.0	-3	-1	0.4
COc1ccc(/C=C/C(=O)NCc2ccccn2)cc1	-3	-2	-0.8	4.4	-1.1	0.1	0.9	-0.9	-3	-1	0.5
CC1(C(=O)Nc2ccc3ccccc3c2)CCC(=O)N1CCc1c[nH]c2ccccc12 (centres undefined)	0	-5	-2.0	.	-0.2	1.0	.	2.1	5	-4	0.4
O=C(O)c1ccccc1-n1ncc2c1/C(=C/c1ccc(Cl)cc1)CC2	-8	-2	-2.1	.	-0.9	-0.6	.	-1.7	-13	-4	0.3
O=C(CN1C2=NCCN2c2ccccc21)C12CC3CC(CC(C3)C1)C2	-3	0	-2.3	1.2	-1.0	0.9	0.2	-1.8	3	0	0.3
COc1ccc(NC(=O)CSc2nnc(-c3ccccn3)n2Cc2ccco2)cc1OC	-5	3	-1.3	-0.5	-1.9	-1.4	-1.3	0.8	-6	-2	0.0
C=CCn1c(-c2ccc(C)cc2)nc2ccccc21	-5	3	7.9	2.4	-1.4	0.9	0.7	0.4	-2	-2	0.2
CC(=O)N(C)Cc1ccc(C(=O)CSc2nnc(C3CC3)n2C2CC2)cc1	5	0	-1.1	1.6	-1.3	0.4	0.3	-1.8	2	-3	1.5
CCN1CCc2nc(NC(=O)Cc3ccc4c(c3)OCCO4)sc2C1	-5	2	1.4	3.0	-0.3	-0.3	0.3	-0.3	-5	0	-0.4
COc1ccccc1CCNC(=O)c1ccc(NC(=O)CC2SC(N3CCCC3)=NC2=O)cc1 (centres undefined)	-1	-1	-1.2	-0.8	-1.1	-0.7	-1.2	-1.7	3	-1	0.6
CN(C)C(=O)c1ccc(Nc2nnc(-c3ccc(O)cc3)c3ccccc23)cc1	-7	1	-2.1	0.2	-0.9	-2.6	-0.5	-0.9	-11	-1	-0.8
C/C(=N/NC(=O)c1ccoc1C)c1ccc(N2CCOCC2)cc1	2	-1	19*	1.5	0.1	2.9	0.1	0.1	-7	4	3.7*

3 compounds drawn at random from the list so far:
SMILES	ADAM17 inh	NPR1 activator	hgDAF-12 ag	GAA850 FXN act	ssDAF-12 act	hcDAF-12 act	DAX1 inh-1	PG9 Ab binder	ADAM10 inh	SMARCA2 activ	DAX1 inh-2
COc1cc(SC)ccc1C(=O)OCC(=O)N1CCN(C(C)=O)CC1	-3	2	0.4	0.7	-1.2	-1.6	-4.5	0.0	-3	-1	0.4
COc1ccc(NC(=O)CSc2nnc(-c3ccccn3)n2Cc2ccco2)cc1OC	-5	3	-1.3	-0.5	-1.9	-1.4	-1.3	0.8	-6	-2	0.0
Cc1ccccc1-c1cccc([C@@H]2C[C@H]3[C@H](CON3C)CN2C(=O)C(C)(C)C)c1	-4	4	1.5	-0.9	-1.1	-0.8	2.8	0.7	0	2	-0.1

Following part.
SMILES	ADAM17 inh	NPR1 activator	hgDAF-12 ag	GAA850 FXN act	ssDAF-12 act	hcDAF-12 act	DAX1 inh-1	PG9 Ab binder	ADAM10 inh	SMARCA2 activ	DAX1 inh-2
O=C(NC(Cc1ccccc1)C(=O)O)c1ccc(S(=O)(=O)N2CCCC2)cc1 (centres undefined)	-4	1	3.9	-1.0	-0.6	-1.1	0.2	-0.1	-1	-3	0.8
Cc1cc(C)n(CC(O)COc2cccc(OCC(O)Cn3nc(C)cc3C)c2)n1 (centres undefined)	-2	0	-3.9	0.1	-0.9	-2.0	-0.5	-1.1	3	0	-1.2
O=C(NCc1cccnc1)Nc1ccc(Br)cc1	-5	2	0.9	5.3	-0.4	-0.6	0.4	-1.9	1	2	1.1
Cc1ccc(NC(=O)C2(C)CCN2Cc2ccc(OC(C)C)cc2)cc1 (centres undefined)	-8	1	-2.6	3.1	-0.2	-1.0	.	-1.4	-12	-2	-0.5
COCCCn1cc(CN2CC(N3CCN(CCN(C)C)CC3)CS2(=O)=O)nn1 (centres undefined)	-4	2	0.5	.	-0.5	4.4	.	-0.3	4	-1	3.5
CCOC(=O)c1c(O)c(Cl)c(C)[nH]c1=O	7	-1	12*	1.6	-0.3	-0.6	1.0	-4.7	8	-4	0.2
CC(Sc1ccc(Cl)cc1)C(=O)Nc1ccccc1-c1ccccc1 (centres undefined)	0	-23	-0.8	3.7	-2.0	1.9	1.9	0.6	6	-2	-0.4
CCCCn1c(SCC(=O)NCCOC)nc2ccc(N3CCOCC3)cc2c1=O	-52	5	-2.0	2.2	-1.3	-2.2	4.8*	-2.6	-271	-1	0.2
COc1cccc(C2CC(C(F)(F)F)n3ncc(C(=O)O)c3N2)c1 (centres undefined)	-1	3	0.3	0.5	-0.9	0.1	1.0	0.3	0	1	-0.1
CCOCCCNC(=O)c1cc2c(=O)[nH]c3ccccc3c2s1	-99	11	-1.1	-0.9	-1.4	0.5	-0.5	0.2	-257	-1	-0.1
O=C(c1cc(Cl)ccc1Cl)N1CCN(c2ccccn2)CC1	-1	0	-0.9	-4.2	-1.4	-0.7	0.5	-1.3	2	1	-0.5
CCCOc1ccc(N2C(=O)CC(SCCc3nc4ccccc4[nH]3)C2=O)cc1 (centres undefined)	2	1	-1.2	-1.6	-1.1	-0.3	-0.5	1.1	-4	0	-0.9
O=C(c1ccc(CS(=O)c2ccccc2Cl)o1)N1CCN(c2ccccc2)CC1 (centres undefined)	-1	-3	-3.9	0.9	-1.0	-4.1	-3.1	-0.8	0	-1	-1.6
O=C(Nc1cccnc1)c1cn(-c2ccccc2)nc1-c1cccs1	4	-6	1.9	0.4	-1.6	4.7	-0.7	-0.7	10	-1	0.4
